Screening results from PubChem BioAssay.
DENV2 CPE rescue: inhibitors of DENV2 cytopathic effect, primary screen, cell-based, plate reader, single concentration. CPE inhibition, % at 9.99 µM. DENV2-infected cells, cytopathic effect rescue. actives 1.7% (n = 350,000). AID 651640, 2012; in the data active = CPE inhibition above about 20%, passing the limit was not always enough; tested in BHK-21 cells;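 also: 0% = median of neutral control wells and 100% = median of positive control wells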
EWS-Fli block: EWS/Fli-driven NR0B1 reporter inhibitors, primary screen, A673 cells, NR0B1 luciferase, luminescence, MLPCN library | viability-normalised | inhibition, % at 12.6 µM | actives 0.67% (n = 350,000);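 active = mean inhibition of at least 50% after viability correction, with every replicate also passing that limit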;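 also: firefly luciferase signal divided by Alamar Blue viability fluorescence both relative to DMSO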
PAX8 inh HTS: inhibitors of PAX8-driven TPO luciferase reporter, primary screen, RMG-I cells, single concentration | actives 1.2% (n = 360,000) | inhibition, % at 12.6 µM | SteadyGlo, 24 h | AID 652154, 2013;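 active = mean replicate inhibition at least 60% with every replicate also reaching 60%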;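 also: luciferase light reporting Pax8 driven TPO promoter activity; plate controls were median of neutral control wells for no effect and mitoxantrone controls for full effect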
LGR2 antag: inhibitors of bursicon-induced LGR2 CRE-luciferase signal, primary screen, cell-based, HEK293, CRE-luciferase reporter, bursicon stimulation | AID 720647, 2013 | bursicon-stimulated, 4 h | actives 0.35% (n = 380,000) | Drosophila bursicon receptor LGR2 (rickets) | inhibition, % at 9.99 µM;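 active = drop in luminescence signal, shown as inhibition above about 50% in the replicate tests, limit read from the data, passing the limit was not always enough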;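 also: agonist challenge used bursicon conditioned medium at about half maximal strength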
SIRT5 block: SIRT5 desuccinylase inhibitors, primary screen, biochemical, fluorescence imaging, single point, set 5; NAD-dependent protein deacylase sirtuin-5, mitochondrial (Homo sapiens), Q9NXA8; actives 1.1% (n = 330,000); inhibition, % at 15 µM; Purified SirT5, succinyl-peptide AMC, trypsin-coupled fluorescence; AID 652115, 2013; in the data active = inhibition above about 15%
Target sequence (Q9NXA8 whole entry, looked up): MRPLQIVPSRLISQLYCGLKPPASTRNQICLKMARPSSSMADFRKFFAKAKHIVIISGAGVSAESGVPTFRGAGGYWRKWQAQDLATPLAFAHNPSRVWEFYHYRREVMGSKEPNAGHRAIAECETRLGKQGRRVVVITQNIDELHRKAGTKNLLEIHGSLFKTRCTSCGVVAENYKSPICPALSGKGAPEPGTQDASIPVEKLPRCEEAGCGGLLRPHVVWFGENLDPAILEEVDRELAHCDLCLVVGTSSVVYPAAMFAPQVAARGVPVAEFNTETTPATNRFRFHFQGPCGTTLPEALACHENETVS
ARNT-TACC3 inh: disruptors of ARNT/TACC3 protein interaction, primary screen, biochemical, AlphaScreen, single concentration; Transforming acidic coiled-coil-containing protein 3 (Homo sapiens), Q9Y6A5; AlphaScreen His-ARNT PAS-B/GST-TACC3 binding, luminescence; TACC3 fragment carries E629A point mutation; inhibition, % at 9.99 µM; actives 0.66% (n = 390,000); AID 623870, 2012;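 active = mean inhibition of replicates at least 50% and at least half of replicates each reaching 50%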;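 also: 0% = complete ARNT plus TACC3 wells and 100% = ARNT alone without TACC3; many hits fall short of the cut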
Casp6 inh: human caspase-6 inhibitors, primary screen, biochemical, VEID-R110 fluorescence, single point, set 2 | purified caspase-6, Z-VEID-R110 cleavage fluorescence | P55212 | inhibition, % at 12.5 µM | actives 0.53% (n = 350,000);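 active = mean inhibition across replicates at least about 35%, with every replicate also reaching that limit, limit read from the data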;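 also: 0% = median of neutral control wells and 100% = no fluorescence left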
Target sequence (P55212 24-179 limits assumed): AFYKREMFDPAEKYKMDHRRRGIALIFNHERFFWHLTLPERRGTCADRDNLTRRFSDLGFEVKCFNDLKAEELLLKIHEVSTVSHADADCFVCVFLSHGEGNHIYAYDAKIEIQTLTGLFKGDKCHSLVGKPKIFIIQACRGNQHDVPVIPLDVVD
Target sequence (P55212 194-293 limits assumed): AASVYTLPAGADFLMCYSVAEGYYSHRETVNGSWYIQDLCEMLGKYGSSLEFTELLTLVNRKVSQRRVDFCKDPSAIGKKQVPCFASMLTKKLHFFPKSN
Active calls of the source: *.

What do the screens show for `CCOC(=O)Nc1ccc2c(CN(C)Cc3ccc(F)cc3)cc(=O)oc2c1`?
DENV2 CPE rescue: 7.8; EWS-Fli block: 15.1; PAX8 inh HTS: -9.0; LGR2 antag: -9.4; SIRT5 block: -4.3; ARNT-TACC3 inh: 2.2; Casp6 inh: -5.3

Results for O=C(Nc1ccc(S(=O)(=O)Nc2ncccn2)cc1)c1ccccc1Br ?
DENV2 CPE rescue: -1.8; EWS-Fli block: 4.3; PAX8 inh HTS: -52.9; LGR2 antag: 7.4; SIRT5 block: -2.1; Casp6 inh: -0.6

How did Cc1nc(CCNC(=O)Cc2ccc(Cl)cc2)cs1 do in these assays?
DENV2 CPE rescue: 9.7; EWS-Fli block: -6.6; LGR2 antag: 19.5; SIRT5 block: -0.6; ARNT-TACC3 inh: 0.4; Casp6 inh: 1.7

How did O=C(O)C1CCC(=O)N1C(=O)OCc1ccccc1 (stereo not given) do in these assays?
DENV2 CPE rescue: 8.9; EWS-Fli block: -5.7; PAX8 inh HTS: 23.1; LGR2 antag: 13.5; SIRT5 block: -4.8; ARNT-TACC3 inh: -5.0; Casp6 inh: -1.6

What do the screens show for `CC(C)(C#N)Nc1ccccc1`?
DENV2 CPE rescue: -0.4; EWS-Fli block: 11.1; LGR2 antag: -0.5; SIRT5 block: -0.4; ARNT-TACC3 inh: -2.1; Casp6 inh: -1.8

Results for CCNc1nc(ON=C(C)C)nc(N(C)C)n1 ?
DENV2 CPE rescue: 3.6; EWS-Fli block: 0.1; PAX8 inh HTS: -4.1; LGR2 antag: 3.9; SIRT5 block: -1.4; ARNT-TACC3 inh: -7.7; Casp6 inh: -2.1

Results for Cc1ccc(-n2c(C)nc3c(cnn3-c3ccc(C)c(C)c3)c2=O)cc1C ?
DENV2 CPE rescue: -6.7; EWS-Fli block: -93.3; PAX8 inh HTS: -44.0; LGR2 antag: -23.4; SIRT5 block: -0.4; ARNT-TACC3 inh: -3.5; Casp6 inh: 1.1

Results for Cc1cc(=O)c(C(=O)O)cn1-c1ccc(C(C)C)cc1 ?
DENV2 CPE rescue: -1.6; EWS-Fli block: 0.2; PAX8 inh HTS: 5.8; LGR2 antag: 10.3; SIRT5 block: -3.3; Casp6 inh: 0.7

How did O=C(NCCN1CCOCC1)c1ccc(NC(=O)C2COc3ccccc3O2)cc1 (stereo not given) do in these assays?
DENV2 CPE rescue: -1.9; EWS-Fli block: 0.7; PAX8 inh HTS: -4.8; LGR2 antag: 4.0; SIRT5 block: -1.7; ARNT-TACC3 inh: -1.1; Casp6 inh: 5.0

How did COc1ccc(NC(=O)CN(C)CC(=O)Nc2ccc(C)c(S(=O)(=O)N3CCCCC3)c2)cc1 do in these assays?
DENV2 CPE rescue: 11.9; EWS-Fli block: 12.5; PAX8 inh HTS: 26.8; LGR2 antag: 2.8; SIRT5 block: -2.9; ARNT-TACC3 inh: 4.0; Casp6 inh: -2.7

What do the screens show for `O=C(Nc1ccc(Br)cc1)N1CCCC(O)C1` (stereo not given)?
DENV2 CPE rescue: 5.0; EWS-Fli block: -9.4; PAX8 inh HTS: 3.5; LGR2 antag: -4.3; SIRT5 block: -1.5; ARNT-TACC3 inh: -0.5; Casp6 inh: 5.5

Results for O=C(NCCCN=C1NS(=O)(=O)c2ccccc21)c1ccc(S(=O)(=O)N2CCOCC2)cc1 ?
DENV2 CPE rescue: 4.4; EWS-Fli block: 9.3; LGR2 antag: 5.8; SIRT5 block: -5.2; ARNT-TACC3 inh: -5.9; Casp6 inh: -3.2

How did CCCC[n+]1ccn(-c2nc3ccccc3nc2[N-]S(=O)(=O)c2ccc(Cl)cc2)c1 do in these assays?
DENV2 CPE rescue: -0.2; EWS-Fli block: 3.5; PAX8 inh HTS: 5.3; LGR2 antag: 5.5; SIRT5 block: -3.0; ARNT-TACC3 inh: 20.0; Casp6 inh: 0.8

Results for CN(C)CCC1(C2=CCCC2)CC/C(=C/c2ccc(Cl)cc2)C1=O (stereo not given) ?
DENV2 CPE rescue: -5.3; EWS-Fli block: -2.2; PAX8 inh HTS: 36.4; LGR2 antag: 68.7*; SIRT5 block: 5.5; ARNT-TACC3 inh: -2.7; Casp6 inh: -1.7

Results for COc1ccc(CCNC(=O)CCNC(=O)N2CC(=O)Nc3ccccc32)cc1 ?
DENV2 CPE rescue: 6.6; EWS-Fli block: 6.4; PAX8 inh HTS: -3.1; LGR2 antag: 2.4; SIRT5 block: -2.0; ARNT-TACC3 inh: 6.4; Casp6 inh: -1.8

How did CNC1(C(N)=O)CCN(Cc2ccccc2)CC1 do in these assays?
DENV2 CPE rescue: -1.7; EWS-Fli block: -8.7; PAX8 inh HTS: -9.4; LGR2 antag: -14.9; ARNT-TACC3 inh: -4.0; Casp6 inh: 6.4

Results for O=C(NC1CCN(Cc2ccccc2)CC1)c1ccc2c(c1)OCCCO2 ?
DENV2 CPE rescue: 7.1; EWS-Fli block: 4.1; PAX8 inh HTS: 10.3; LGR2 antag: 0.2; SIRT5 block: 0.0; ARNT-TACC3 inh: -11.7; Casp6 inh: -0.2

How did O=C(Cn1cncn1)c1ccc(F)cc1F do in these assays?
DENV2 CPE rescue: 0.0; EWS-Fli block: 5.0; PAX8 inh HTS: 12.7; SIRT5 block: 9.4; ARNT-TACC3 inh: -14.1; Casp6 inh: -1.6

Results for CC1CN(C(=O)c2cc(-c3ccc(Cl)s3)nc3ccccc23)CC(C)O1 (stereo not given) ?
DENV2 CPE rescue: -0.1; EWS-Fli block: 4.3; PAX8 inh HTS: -0.9; LGR2 antag: -16.1; SIRT5 block: -11.9; Casp6 inh: 1.2

How did Cc1ccc2nc(-c3ccc(SCC(=O)N4CCc5ccccc54)nc3)[nH]c2c1 do in these assays?
DENV2 CPE rescue: -5.7; EWS-Fli block: -101.0; PAX8 inh HTS: 36.9; LGR2 antag: -55.5; SIRT5 block: -2.3; ARNT-TACC3 inh: -2.1; Casp6 inh: -0.8

How did CN(C)c1cc(C(=O)N(C)c2ccccc2)ncn1 do in these assays?
DENV2 CPE rescue: -2.3; EWS-Fli block: -3.6; PAX8 inh HTS: 8.0; LGR2 antag: 5.6; SIRT5 block: -1.0; Casp6 inh: 2.3

Results for CC1=NN(C(N)=S)C(=O)C1N=Nc1c(C)n(C)n(-c2ccccc2)c1=O (stereo not given) ?
DENV2 CPE rescue: 2.0; EWS-Fli block: 0.5; PAX8 inh HTS: -4.6; LGR2 antag: 0.7; SIRT5 block: 0.1; ARNT-TACC3 inh: 46.6*; Casp6 inh: 4.2

How did COc1cccc(C#Cc2ccc([C@@H]3[C@@H](C#N)N(C(=O)C4CCCCC4)[C@H]3CO)cc2)c1 do in these assays?
DENV2 CPE rescue: 2.4; EWS-Fli block: 1.1; PAX8 inh HTS: 77.2*; LGR2 antag: 0.5; SIRT5 block: -1.3; ARNT-TACC3 inh: 0.0; Casp6 inh: 1.7

How did O=C(Nc1ccc(F)cc1)N[C@H]1CC[C@H](CC(=O)N2CCOCC2)O[C@H]1CO do in these assays?
DENV2 CPE rescue: 6.2; EWS-Fli block: -4.1; PAX8 inh HTS: 1.0; LGR2 antag: 5.3; SIRT5 block: 1.8; ARNT-TACC3 inh: 5.0; Casp6 inh: 1.3

What do the screens show for `COc1ccccc1C(=O)N1CCN(C(=O)[C@@H](Cc2ccccc2)NC(=O)[C@H]2O[C@@H](n3ccc(N)nc3=O)[C@H](O)[C@@H]2O)CC1`?
DENV2 CPE rescue: -7.9; EWS-Fli block: -0.1; PAX8 inh HTS: -3.7; LGR2 antag: -0.1; SIRT5 block: 0.3; Casp6 inh: -3.4

What do the screens show for `CCN1CCOC(CC(=O)Nc2ccc([N+](=O)[O-])cc2)C1=O` (stereo not given)?
DENV2 CPE rescue: 5.9; EWS-Fli block: 15.8; PAX8 inh HTS: 10.6; LGR2 antag: -7.6; SIRT5 block: -2.0; ARNT-TACC3 inh: -5.0; Casp6 inh: 9.9

What do the screens show for `COc1cc(C(=O)N2CCCCC2c2cc(C(=O)Nc3ccccc3Cl)no2)cc(OC)c1C` (stereo not given)?
DENV2 CPE rescue: 2.8; EWS-Fli block: 16.8; PAX8 inh HTS: 11.1; LGR2 antag: 12.1; SIRT5 block: -5.7; Casp6 inh: 0.7

Results for Cc1ccccc1-c1n[nH]nc1C1=CC(=O)CC(C)(C)C1 ?
DENV2 CPE rescue: 1.0; EWS-Fli block: 5.5; PAX8 inh HTS: 2.4; LGR2 antag: -4.3; SIRT5 block: -1.8; Casp6 inh: 3.0

What do the screens show for `CCOc1ccc(C(=O)OC(C)CN2CCCCC2)cc1` (stereo not given)?
DENV2 CPE rescue: 0.8; EWS-Fli block: -3.3; PAX8 inh HTS: -0.4; LGR2 antag: 3.0; SIRT5 block: 1.3; ARNT-TACC3 inh: -4.0; Casp6 inh: -0.7

Results for CN(Cc1ccc(C(C)(C)C)cc1)C(=O)c1ccc2c(c1)OCO2 ?
DENV2 CPE rescue: 9.4; EWS-Fli block: 4.3; PAX8 inh HTS: -2.2; LGR2 antag: -27.0; SIRT5 block: -1.8; ARNT-TACC3 inh: -7.8; Casp6 inh: 3.9

What do the screens show for `CN(C)c1ccc2c(c1)[C@H]1C[C@H](CC(=O)O)O[C@@H](CO)[C@H]1O2`?
DENV2 CPE rescue: -3.8; EWS-Fli block: 1.7; PAX8 inh HTS: -9.3; LGR2 antag: -6.8; SIRT5 block: 1.4; ARNT-TACC3 inh: 1.1; Casp6 inh: -1.1

How did C=C[C@@](C)(O)CC[C@@H]1[C@@]2(C)CCCC(C)(C)[C@@H]2CC[C@@]1(C)O do in these assays?
DENV2 CPE rescue: 4.5; EWS-Fli block: -3.9; LGR2 antag: 8.5; SIRT5 block: 0.9; ARNT-TACC3 inh: -20.6; Casp6 inh: -2.0

Results for O=C(/C=C/c1ccc([N+](=O)[O-])o1)NNC(=O)c1ccc(F)cc1 ?
DENV2 CPE rescue: -10.9; EWS-Fli block: 19.6; PAX8 inh HTS: 48.1; LGR2 antag: 6.7; SIRT5 block: -9.1; ARNT-TACC3 inh: -6.4; Casp6 inh: 3.0

How did COC(=O)c1ccccc1S(=O)(=O)N1CCC(C(=O)OC(C)C(=O)Nc2ccccc2OC)CC1 (stereo not given) do in these assays?
DENV2 CPE rescue: -1.3; EWS-Fli block: 0.8; PAX8 inh HTS: 2.1; LGR2 antag: 1.3; SIRT5 block: -1.1; ARNT-TACC3 inh: -5.0; Casp6 inh: 0.6

What do the screens show for `N#Cc1cccc(NC(=O)CN2C(=O)NC(Cc3ccccc3)C2=O)c1` (stereo not given)?
DENV2 CPE rescue: 7.9; EWS-Fli block: 11.5; PAX8 inh HTS: 4.4; LGR2 antag: -4.1; SIRT5 block: -7.0; ARNT-TACC3 inh: 8.5; Casp6 inh: -0.2

What do the screens show for `CCN(CC(=O)Nc1c(F)cccc1F)C(=O)c1ccc(S(=O)(=O)NCc2ccco2)cc1`?
DENV2 CPE rescue: 14.5; EWS-Fli block: 5.6; PAX8 inh HTS: 6.8; LGR2 antag: -0.1; SIRT5 block: 0.7; ARNT-TACC3 inh: -1.1; Casp6 inh: 0.9

Results for NC(=O)c1ccc(NC(=O)CN2CCN(S(=O)(=O)c3ccc4c(c3)OCCO4)CC2)cc1 ?
DENV2 CPE rescue: 5.0; EWS-Fli block: -3.5; PAX8 inh HTS: -9.6; LGR2 antag: -2.6; SIRT5 block: -2.3; ARNT-TACC3 inh: 3.8; Casp6 inh: 9.7

What do the screens show for `N#Cc1ccccc1Cn1cc(/C=N/Nc2ccc([N+](=O)[O-])cn2)c2ccccc21`?
DENV2 CPE rescue: -3.0; EWS-Fli block: 4.2; PAX8 inh HTS: 21.5; LGR2 antag: 24.9; SIRT5 block: -3.0; ARNT-TACC3 inh: -11.9; Casp6 inh: -0.3
